# From PubChem BioAssay
# GPR151 ag – activators of human GPR151, primary screen, cell-based, PathHunter beta-arrestin, luminescence; actives 1% (n = 650,000); PathHunter beta-arrestin GPR151 cells; G-protein coupled receptor 151 (Homo sapiens), Q8TDV0; activation, % at 11.2 µM; in the data active = activation above about 4.9%;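 also: 0% = median of compound wells and 100% = cells with positive control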
# Target sequence (Q8TDV0 whole entry, looked up): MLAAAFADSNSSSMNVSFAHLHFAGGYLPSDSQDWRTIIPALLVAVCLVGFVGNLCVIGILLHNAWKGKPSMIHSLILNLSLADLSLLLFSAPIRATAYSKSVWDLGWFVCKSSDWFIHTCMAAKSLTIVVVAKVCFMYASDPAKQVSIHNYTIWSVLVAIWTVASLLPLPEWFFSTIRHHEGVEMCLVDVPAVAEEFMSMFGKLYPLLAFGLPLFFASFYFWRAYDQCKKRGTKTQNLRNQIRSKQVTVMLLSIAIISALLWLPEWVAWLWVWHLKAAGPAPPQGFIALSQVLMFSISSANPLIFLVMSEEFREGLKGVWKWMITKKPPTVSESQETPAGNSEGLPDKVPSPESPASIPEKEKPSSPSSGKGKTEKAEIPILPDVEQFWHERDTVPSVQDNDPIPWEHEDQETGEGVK
# FBW7 activator – FBW7 E3 ligase activators, primary screen, biochemical, AlphaScreen, human; AID 1259310, 2017; actives 0.13% (n = 650,000); F-box/WD repeat-containing protein 7 (Homo sapiens), Q969H0; AlphaScreen FBW7–phospho-cyclin E peptide binding, activator screen; normalized activity (activation), % at 26.1 µM; in the data active = normalized activity above about 1.9%;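 also: purified mutant Fbw7 with reduced substrate affinity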
# MITF inh – MITF inhibitors, primary screen, biochemical, AlphaScreen, human. inhibition, % at 2.6 µM. actives 0.91% (n = 650,000). AlphaScreen MITF homodimerization, bead proximity signal; in the data active = inhibition above about 50%;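 also: 0% = vehicle wells with protein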
# Target sequence (O75030 whole entry, looked up): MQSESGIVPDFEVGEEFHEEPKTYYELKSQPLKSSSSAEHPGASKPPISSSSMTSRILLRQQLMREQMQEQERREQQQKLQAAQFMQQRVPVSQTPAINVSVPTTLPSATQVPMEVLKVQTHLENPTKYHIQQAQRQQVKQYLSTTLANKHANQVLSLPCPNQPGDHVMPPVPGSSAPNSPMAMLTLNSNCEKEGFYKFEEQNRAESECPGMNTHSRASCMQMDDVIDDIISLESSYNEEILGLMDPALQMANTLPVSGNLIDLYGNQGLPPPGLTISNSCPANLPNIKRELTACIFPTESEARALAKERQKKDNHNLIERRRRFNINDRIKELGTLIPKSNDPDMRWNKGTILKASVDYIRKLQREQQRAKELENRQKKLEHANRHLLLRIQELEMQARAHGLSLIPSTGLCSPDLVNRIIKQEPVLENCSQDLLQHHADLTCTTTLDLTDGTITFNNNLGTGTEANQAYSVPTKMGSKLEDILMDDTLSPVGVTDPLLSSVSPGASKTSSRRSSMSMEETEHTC
# TEAD-YAP inh – TEAD-YAP interaction inhibition, primary screen, TEAD-YAP interaction inhibitor project, luminescence, HEK-TIYL cells; AID 1259422, 2018; inhibition, % at 9.12 µM; actives 1.4% (n = 640,000); TEAD-Gal4/YAP UAS-luciferase luminescence; in the data active = inhibition above about 32%;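 also: 0% = median of test compound wells and 100% = reference inhibitor wells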
# Active calls of the source: *; x = no result given.
SMILES,GPR151 ag,FBW7 activator,MITF inh,TEAD-YAP inh
COC(=O)C1=CN(c2cccc(C(F)(F)F)c2)C=C(C(=O)OC)C1c1ccc(C)s1,0.7,0.3,4,-2
CCOC(=O)C1=C(C)N=c2s/c(=C\c3ccc(OCc4ccccc4Cl)c(OCC)c3)c(=O)n2C1c1ccc2c(c1)OCO2 (stereo not given),2.3,-0.1,-5,-10
COc1ccccc1C(=O)Nc1ccc2c(c1)CN(Cc1ccncc1)CC2,1.7,0.0,-1,3
CCOC(=O)Nc1cccc(NC(=O)c2cccc3ccccc23)c1,-0.4,0.1,-2,-8
Cc1ccccc1CSc1nc2ccccc2c(=O)n1CCCC(=O)NCCc1ccccc1,0.0,0.1,13,0
COCc1cccc(N2C(=O)c3cccc([N+](=O)[O-])c3C2=O)c1,1.4,0.2,4,0
Fc1ccccc1-c1cnn2c(NCCc3ccccn3)ccnc12,-2.6,-0.4,-14,72*
COc1ccccc1/C=C/C1=NC(=C\c2ccc(C)cc2)/C(=O)O1,-1.7,0.0,13,-4
CC(=O)c1ccc(NC(=O)c2ccc3nc(N4CCOCC4)sc3c2)cc1,0.3,-0.1,15,1
COc1ccccc1CNC(=O)Cn1c2cc(OC)c(OC)cc2c2nc(=O)cc(C)n21,0.1,0.0,-13,10
COc1ccc(CCNC(=O)CCCc2ccccc2)cc1,-0.7,-0.2,-4,5
COc1ccc(OC)c(S(=O)(=O)N2CCC(C(=O)NCCO)CC2)c1,-0.6,-0.2,0,7
Cc1cn2c(=O)c(C(=O)Nc3ccc(C)c(F)c3)cnc2s1,-1.7,-0.1,16,-16
CN(C)c1ccc(N2C(=O)c3ccccc3NC2c2cccc([N+](=O)[O-])c2)cc1 (stereo not given),2.8,-0.1,14,-27
Cc1cccc2oc(-c3ccc(N)cc3)nc12,-2.9,0.0,2,51*
CCc1c(C)sc(NC(=O)C(CC)c2ccccc2)c1C(N)=O (stereo not given),-1.4,-0.1,3,11
CCCNc1nc(-c2c(C)noc2C)nc2c1ncn2-c1ccccc1,-0.4,0.5,0,-18
COc1cccc(C(=O)N2CCN(C(=O)c3cccc(Cl)c3)CC2)c1OC,1.0,-0.2,15,6
O=C1/C(=C/c2ccccc2)SC(=Nc2ccc(O)cc2)N1c1ccc(O)cc1,0.0,0.0,13,7
COC(=O)c1ccc2nc(/N=C/c3ccc(OC)cc3OC)sc2c1,-1.5,0.2,11,5
CC(=O)N1CCN(C(=O)CSc2nc(-c3ccccc3)cs2)CC1,0.6,0.1,-5,-3
CCn1cnc2sc(C(=O)Oc3ccc(C(=O)OC)cc3)c(C)c2c1=O,-0.6,0.2,-3,-31
Cc1ccc(S(=O)(=O)NNC(=O)C(=O)NNc2ccccc2)cc1,-1.2,0.1,2,-1
O=S1(=O)CCC(NC(=S)N/N=C/c2ccc(-c3ccc(Br)cc3)o2)C1 (stereo not given),1.2,0.7,5,-6
CCn1nc(C)c(/C=C2\CCCC3=C2OC(N)=C(C#N)C3c2c(C)nn(CC)c2C)c1C (stereo not given),0.2,-0.1,16,21
# More entries follow.
SMILES,GPR151 ag,FBW7 activator,MITF inh,TEAD-YAP inh
COC(=O)c1c(C(C)(C)C)oc2c1cc(NS(=O)(=O)c1ccc(OC)cc1)c1ccccc12,0.7,0.2,14,-10
Cc1cc(=O)[nH]c(SCC(=O)Nc2ccc(N(C)C)cc2)n1,0.3,0.4,18,6
O=C(NC1CCN(Cc2ccccc2)CC1)c1cccc(-c2csc3ccccc23)n1,-1.5,-0.1,5,-2
O=C(Cc1cn(-c2ccc(N3CCN(Cc4ccc5c(c4)OCO5)CC3)nn2)c2ccccc12)NCc1cccnc1,-0.2,-0.2,17,12
Cn1c(N)c(C(=O)CN2CCOCC2)c(=O)n(C)c1=O,-0.2,0.2,13,-6
Cc1nnc(SCC2=C(C(=O)O)N3C(=O)C(N)C3SC2)s1 (stereo not given),-0.3,-0.5,5,-5
Clc1nc(N2CCc3ccccc3C2)nc(N2CCc3ccccc3C2)n1,0.9,-0.2,-7,5
CCN(CC)S(=O)(=O)c1ccc(C(=O)NCc2nnc(SCC(=O)N3CCc4ccccc43)n2-c2cccc(C(F)(F)F)c2)cc1,0.8,0.0,-6,-5
COc1ccc(OC)c(NS(=O)(=O)c2ccc(Br)cc2)c1,1.4,-0.1,0,20
CC(C)c1nnc(NC(=O)c2c(F)cccc2Cl)s1,-1.1,-0.1,-6,-40
Cc1cccc(-[n+]2c(C)cc(C)c3c(=O)[nH]c(=O)[nH]c32)c1,-0.2,0.4,-2,6
COc1cc(NC(=O)c2ccccc2)c(Cl)cc1N,1.1,0.1,21,12
O=S(=O)(c1cccc(S(=O)(=O)N2CCCC2)c1)c1ccc(Cl)c(Cl)c1,-0.1,0.2,-9,1
COc1ccc2c(c1)C1NC(=S)N(c3ccc(Br)cc3)C(C)(O2)C1C(=O)N(C)C (stereo not given),-0.5,-0.3,13,2
Nc1ccccc1C(=O)CC(N)C(=O)O (stereo not given),3.2,0.1,-4,10
Sc1cccc2cccnc12,-0.1,-0.3,-3,15
COc1ccc(CNc2nccn3c(-c4cccs4)cnc23)cc1,-0.3,0.2,6,3
Cc1cnc(CNc2cc(-c3ccccn3)nc(-c3ccccn3)n2)nc1,1.0,-0.8,110*,16
Fc1ccccc1CNCc1ccco1,-0.4,0.0,1,7
CCOC(=O)CCN1C(=O)[C@H]2[C@H]3[C@H](O)[C@H](O)C/C(=N\OC[C@@H](O)COCc4ccco4)[C@@H]3CC[C@H]2C1=O,4.6,-0.1,-2,x
CC1CCCCC1NC(=O)Cn1ncc2cccn2c1=O (stereo not given),-0.1,0.6,14,-1
CCOc1ccc2c(C)c(CC(=O)OC)c(=O)oc2c1C,1.5,-0.1,14,-35
CC(=O)Oc1ccc2c(C)cc(=O)oc2c1C,0.5,0.1,7,-2
CCCCCn1c(=O)[nH]c2cc(C(=O)N3CCN(c4ccc(F)cc4)CC3)ccc2c1=O,0.4,0.0,-4,-3
CC1(C)CC(=O)C(Sc2ccc(I)cc2)C(=O)C1,1.2,0.5,-1,-4

# Some of the entries so far, with two lines to a compound:
# Results follow in this order: GPR151 ag | FBW7 activator | MITF inh | TEAD-YAP inh
> CCOc1ccc2c(C)c(CC(=O)OC)c(=O)oc2c1C
 : 1.5 | -0.1 | 14 | -35
> CC(=O)Oc1ccc2c(C)cc(=O)oc2c1C
 : 0.5 | 0.1 | 7 | -2

# (next part)
SMILES,GPR151 ag,FBW7 activator,MITF inh,TEAD-YAP inh
COCC(=O)NNC(=S)NC(C)c1ccccc1 (stereo not given),-0.4,-0.1,-14,3
COCCCNCCCOc1ccc(C)cc1Br,-1.2,0.5,45,3
CC1CCN(S(=O)(=O)c2ccc(Br)c(C(=O)O)c2)CC1,-0.7,1.1,9,6
CC(C)Oc1cccc(C(=O)Nc2ccc3oc(-c4ccc(F)cc4)nc3c2)c1,1.9,0.0,2,-1
O=C(/C=C/c1cccc(Cl)c1)OC1CCCCC1=O (stereo not given),-0.5,0.1,4,-4
COCn1c(C(C)O)nc2ccccc21 (stereo not given),-0.2,0.0,5,-3
CCC(C)C(NC(=O)c1ccccc1NC(=O)c1ccc(OC)cc1)C(=O)NCc1ccco1 (stereo not given),1.4,0.1,2,4
CCCOC1CCCN(C(=O)CCc2nnc(Cc3cccc(C)c3)o2)C1 (stereo not given),0.9,0.1,17,-56
COc1cc(/C=C/C(=O)OCc2nc3ccccc3s2)cc(OC)c1OC,-0.1,-0.2,2,16
COc1ccc(CCNS(=O)(=O)c2ccc(F)c(C(=O)Nc3c(C)cc(C)cc3C)c2)cc1OC,-0.8,0.0,-3,1
Cc1cccc(NC(=O)c2ccc3c(c2)C(=O)N(c2cccc(C(=O)c4ccccc4)c2)C3=O)c1C,3.2,0.6,0,-23
CN(C)c1ccc([N+](=O)[O-])cc1C(=O)Oc1ccc2c(c1)OCO2,0.2,-0.3,2,11
CCC(=O)N1c2ccccc2NC2=C(C(=O)CC(c3ccccc3)C2)C1c1ccccc1 (stereo not given),0.4,-0.2,0,3
Cc1cncc2cccc(N3CCN(C(=O)C(O)c4ccc(F)cc4)CC3)c12 (stereo not given),1.7,0.2,15,-3
CN(Cc1ccccc1)C(=O)c1ccc(Cl)c([N+](=O)[O-])c1,0.2,0.2,2,10
CCC(=O)NS(=O)(=O)c1ccc(NS(=O)(=O)c2ccc(C)cc2)cc1,-0.7,0.5,-4,-2
CC12CN3CC(C)(CN(C1)C3c1ccc([N+](=O)[O-])o1)C2 (stereo not given),-0.8,0.0,3,1
NC(=O)C1CCN(CC(=O)NCc2ccccc2)CC1,0.5,0.2,4,1
CC(C)N1C(=O)CC(Sc2ncccc2C(=O)O)C1=O (stereo not given),-0.8,-0.2,-1,-4
CCOC(=O)c1c(-c2ccc(OC)cc2)csc1NC(=O)/C(C#N)=C/c1ccco1,3.2,0.1,-2,-5
COc1cc2c(cc1OC)CN(S(=O)(=O)c1ccccc1[N+](=O)[O-])CC2,-0.6,0.0,3,-1
CC1=NN(c2cccc(C(F)(F)F)c2)C(=O)C12CC(C)=C(C)CS2(=O)=O (stereo not given),1.9,-0.1,5,8
NC(=O)c1c(NC(=O)C(Cc2ccccc2)NC(=O)c2ccccc2)sc2c1CCC2 (stereo not given),-2.6,-0.1,-4,2
O=C1c2ccccc2C(=O)c2c(NCCO)cccc21,0.0,-0.7,36,-9
O=C(CN1C(=O)CCC1=O)NC(=S)Nc1cccc(-c2nc3ccccc3o2)c1,-1.4,-0.1,-5,6

# Of the compounds above, these contain an aryl thioether with sulfur outside any ring.
SMILES,GPR151 ag,FBW7 activator,MITF inh,TEAD-YAP inh
Cc1ccccc1CSc1nc2ccccc2c(=O)n1CCCC(=O)NCCc1ccccc1,0.0,0.1,13,0
CC(=O)N1CCN(C(=O)CSc2nc(-c3ccccc3)cs2)CC1,0.6,0.1,-5,-3
Cc1cc(=O)[nH]c(SCC(=O)Nc2ccc(N(C)C)cc2)n1,0.3,0.4,18,6
Cc1nnc(SCC2=C(C(=O)O)N3C(=O)C(N)C3SC2)s1 (stereo not given),-0.3,-0.5,5,-5
CCN(CC)S(=O)(=O)c1ccc(C(=O)NCc2nnc(SCC(=O)N3CCc4ccccc43)n2-c2cccc(C(F)(F)F)c2)cc1,0.8,0.0,-6,-5
CC1(C)CC(=O)C(Sc2ccc(I)cc2)C(=O)C1,1.2,0.5,-1,-4
CC(C)N1C(=O)CC(Sc2ncccc2C(=O)O)C1=O (stereo not given),-0.8,-0.2,-1,-4

# (list continues)
SMILES,GPR151 ag,FBW7 activator,MITF inh,TEAD-YAP inh
CCN1c2ccc(S(=O)(=O)N3CCOCC3)cc2N(Cc2ccc([N+](=O)[O-])cc2)C1C (stereo not given),2.1,0.1,4,-11
O=C(NCCc1c[nH]c2ccccc12)c1ccc2c(c1)NC(=O)c1ccccc1N2,0.1,0.0,4,21
CSc1ncc(CN2CCCC(CNS(=O)(=O)Cc3ccccc3)C2)cn1 (stereo not given),0.7,-0.1,6,4
CCN1CCN(C(=O)CN(c2cccc([N+](=O)[O-])c2)S(C)(=O)=O)CC1,-1.3,-0.1,-7,9
O=C(NCC(O)C(=O)N1CCOCC1)c1cccc(Nc2ccc3[nH]ncc3c2)n1 (stereo not given),0.1,0.2,57*,8
CCOC(=O)CNC(=O)Cn1cnc2c(nnn2Cc2ccc(F)cc2)c1=O,-1.0,-0.1,-22,-6
COc1ccc(CN(C)C(=O)C23CC4CC(CC(Cl)(C4)C2)C3)c(OC)c1OC,-1.9,-0.1,-3,-9
Cc1cnc(SCCN2CCOCC2)nc1C1CCCN(Cc2ccsc2)C1 (stereo not given),-1.5,0.0,-15,-16
CCCCC(c1nnnn1C(C)(C)CC)N1CCN(C)CC1 (stereo not given),2.8,0.1,9,5
COC(=O)c1ccc2nc(CCc3nc4ccc(C(=O)OC)cc4s3)sc2c1,2.2,-0.1,4,2
Cc1onc(-c2c(F)cccc2Cl)c1C(=O)NCc1ccncc1,0.5,-0.2,8,-1
CN1C(=O)N(C)C2(c3ccccc3)Nn3c(s/c(=C\C=C/c4ccc([N+](=O)[O-])o4)c3=O)=NC12c1ccccc1 (stereo not given),-1.0,-0.1,10,7
CS(=O)(=O)N(CC(N)=O)C1CCCCC1,0.8,0.3,23,1
CC1CCCC(NCc2c(C(=O)O)n(Cc3ccc(F)cc3)c3ccccc23)C1C (stereo not given),0.8,-0.1,6,7
CC(C)(C)C(=O)NCCNc1ccc([N+](=O)[O-])cc1C(F)(F)F,3.7,0.1,-8,9
Cc1ccc2oc(-c3ccc(Cl)c(NC(=O)c4ccccc4)c3)nc2c1,-0.7,0.6,7,-9
Cc1sc2nc(SCC(=O)NCc3ccc4c(c3)OCO4)nc(N)c2c1C,-0.9,-0.1,-3,0
Cc1ccc(C)c(OCCNCCO)c1,0.5,0.7,11,3
CCOC(=O)c1c(NC(=O)C(C)Oc2ccc(OC)cc2)sc2c1CCC(C)C2 (stereo not given),0.4,-0.1,-11,1
CCN(c1ccccc1)S(=O)(=O)c1ccc(F)c(C(=O)O)c1,4.0,0.1,-2,0
COc1ccccc1CNC(=O)c1ccc(N(Cc2ccccc2C)S(C)(=O)=O)cc1,1.1,0.0,14,-2
C=CCn1c(SCC(=O)c2ccccc2)nnc1-c1ccco1,-1.2,0.1,6,-20
COc1ccc(/C=C2\Oc3c(ccc(O)c3CN3CCCC3)C2=O)cc1,-0.1,-0.1,15,2

# Among those listed so far, these contain a cyano group:
SMILES,GPR151 ag,FBW7 activator,MITF inh,TEAD-YAP inh
CCn1nc(C)c(/C=C2\CCCC3=C2OC(N)=C(C#N)C3c2c(C)nn(CC)c2C)c1C (stereo not given),0.2,-0.1,16,21
CCOC(=O)c1c(-c2ccc(OC)cc2)csc1NC(=O)/C(C#N)=C/c1ccco1,3.2,0.1,-2,-5
